Assay outcomes: PubChem BioAssay, National Center for Advancing Translational Sciences (NCATS)
FLuc inh = Firefly luciferase inhibition profiling of diverse chemical library using quantitative high-throughput screening | purified P. pyralis luciferase, luminescence, biochemical | Potency, µM (series often up to 115 µM), without a hit: at the top dose activity change, negative = inhibition, actives largely listed as inhibitors | 2.5% of 76,000 active; also: potency is read from the fitted curve at half-maximal effect; nearly all actives have a fitted effect of over 65% in size
Target sequence (P08659 whole entry, looked up): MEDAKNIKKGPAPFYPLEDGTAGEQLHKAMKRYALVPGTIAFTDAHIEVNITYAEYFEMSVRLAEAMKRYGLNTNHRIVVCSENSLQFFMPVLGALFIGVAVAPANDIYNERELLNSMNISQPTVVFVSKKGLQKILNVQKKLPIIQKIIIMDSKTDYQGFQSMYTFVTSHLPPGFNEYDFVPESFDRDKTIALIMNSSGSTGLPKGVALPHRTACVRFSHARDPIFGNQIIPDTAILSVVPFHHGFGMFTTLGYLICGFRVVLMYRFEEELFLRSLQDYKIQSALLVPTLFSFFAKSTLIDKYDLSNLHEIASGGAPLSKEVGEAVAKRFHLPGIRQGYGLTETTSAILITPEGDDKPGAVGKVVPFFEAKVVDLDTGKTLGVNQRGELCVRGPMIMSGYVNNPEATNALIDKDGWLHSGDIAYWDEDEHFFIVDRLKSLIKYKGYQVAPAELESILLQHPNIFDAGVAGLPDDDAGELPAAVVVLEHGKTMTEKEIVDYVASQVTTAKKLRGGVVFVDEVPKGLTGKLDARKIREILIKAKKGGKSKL
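Luminescence read by CCD imager after adding enzyme (10nM final) to wells holding compound, titrated in qHTS. Substrates 10uM each D-luciferin and ATP; buffer 50mM Tris acetate pH 7.5, 10mM Mg acetate, Tween-20, BSA.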
NIH3T3 tox = Cytotoxic Profiling in NIH 3T3 Cell Line of Diverse Libraries Using Quantitative High-Throughput Screening | NIH 3T3 viability, CellTiter-Glo ATP luminescence, 48-72 h | 4.3% of 94,000 active | AID 1345082, 2018 | Potency, µM (series often up to 96.7 µM), without a hit: at the top dose activity change, negative = cytotoxicity, hits mostly inhibitors; also: potency is read from the fitted curve at half-maximal effect; nearly all actives have a fitted effect of over 55% in size
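Cytotoxicity was measured by CellTiter-Glo ATP luminescence after 48 or 72 h compound exposure at 37 °C. Mouse NIH 3T3 fibroblasts were seeded at 400 cells/well and dosed by 23 nL pin transfer.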
HEK293 viab = GF-AFC viability counterscreen for inhibitors of alpha-synuclein gene (SNCA) expression | HEK-293-SNCA-luc viability, GF-AFC fluorescence, 24 h | Potency, µM (titrated, usually from 57.1 µM), inactives show at the highest dose activity change, negative = cytotoxicity, hits mostly cytotoxic | 0.12% of 150,000 active | AID 1671193, 2021;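 also: potency is read from the fitted curve at half-maximal effect; 0% = DMSO-treated cells and -100% = medium-only wells without cells; nearly all actives have a fitted effect of over 30% in size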
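Cytotoxicity counterscreen: after 24 h compound treatment of genome-edited SNCA-luciferase HEK-293 cells, live-cell protease substrate GF-AFC read by fluorescence after 30 min; activity scaled between DMSO (0%) and medium-only (-100%), curves Hill-fitted.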
HEK293 tox = Cytotoxic Profiling in HEK 293 Cell Line of Diverse Libraries Using Quantitative High-Throughput Screening | HEK 293 viability, ATP luminescence (CellTiter-Glo), 48-72 h | Potency, µM (titrated, usually from 115 µM), for inactives: at the top dose activity change, negative = cytotoxicity, actives largely listed as inhibitors | 6.6% of 94,000 active; also: potency is read from the fitted curve at half-maximal effect; nearly all actives have a fitted effect of over 60% in size
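Pintool-delivered compounds were incubated with HEK 293 cells (250 cells/well) at 37 degree Celsius for 48 or 72 hr. ATP-dependent luminescence (CellTiter-Glo) then reported remaining viable cells.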
IP6K1 inhibitor = Primary qHTS assay for small molecule inhibitors of Inositol hexaphosphate kinase 1 (IP6K1); IP6K1 kinase, ADP-Glo luminescence, 2 h; hits give low values; activity change, % (series mostly up to about 58 µM); Inositol hexakisphosphate kinase 1 (Homo sapiens), Q92551; 0.81% of 140,000 active; in the data active = activity change below about -25%
Target sequence (Q92551 whole entry, looked up): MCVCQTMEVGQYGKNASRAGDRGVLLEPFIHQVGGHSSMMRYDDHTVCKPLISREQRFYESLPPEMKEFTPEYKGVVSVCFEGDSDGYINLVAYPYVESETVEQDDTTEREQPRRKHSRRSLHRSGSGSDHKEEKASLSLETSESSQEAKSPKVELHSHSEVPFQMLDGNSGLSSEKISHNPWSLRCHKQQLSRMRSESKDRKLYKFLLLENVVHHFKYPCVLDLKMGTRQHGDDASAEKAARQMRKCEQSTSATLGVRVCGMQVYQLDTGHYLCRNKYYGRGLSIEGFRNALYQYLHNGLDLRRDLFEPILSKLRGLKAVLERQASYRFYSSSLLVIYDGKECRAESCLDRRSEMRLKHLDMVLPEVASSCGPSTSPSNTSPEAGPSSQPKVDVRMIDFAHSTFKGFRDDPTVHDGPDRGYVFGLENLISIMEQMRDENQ
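ADP-Glo luminescence measures ADP made by human IP6K1 during a 2 h RT reaction with ATP/IP6 (mix at 1.3 mM/130 uM); top library doses 57.5 and 19.1 uM final.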
SNCA expr inhib = Primary qHTS assay for inhibitors of alpha-synuclein gene (SNCA) expression; AID 1671194, 2021; Potency, µM (top dose mostly 57.2 µM), without a hit: top-dose activity change, negative = inhibition, hits mostly inhibitors; 0.17% of 140,000 active; HEK-293 SNCA-luciferase knock-in, luminescence, 24 h;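 also: potency is read from the fitted curve at half-maximal effect; plate controls were DMSO cells for no effect and cell-free wells for full effect; nearly all actives have a fitted effect of over 45% in size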
GPT2 inh = Primary qHTS assay for inhibitors of Glutamate pyruvate transaminase 2 (GPT2) | Recombinant GPT2, coupled pyruvate oxidase/HRP Amplex Red fluorescence | 0.25% of 100,000 active | Potency, µM (highest dose often 57.7 µM), for the others: at the top dose activity change, negative = inhibition, most hits filed as inhibitors | AID 1671188, 2021 | Alanine aminotransferase 2 (Homo sapiens), Q8TD30; also: potency is read from the fitted curve at half-maximal effect; nearly all actives have a fitted effect of over 60% in size; many of its hits are not listed in these tables
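Fluorescence of coupled pyruvate oxidase/HRP/Amplex Red system (50uM Amplex, 30 min, dark) reports pyruvate formed by GPT2. Enzyme reaction: 10ng/uL GPT2, 2mM L-alanine, 250uM a-KG, 30 min room temperature, pH 7.5; 50uM AOA control.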
An asterisk follows results filed as active; i = inactive; ? = inconclusive; nt = not tested or not shown; [ ] = another dose, or the depositor's remark. Unless noted, calls follow the shape of the dose curve; as a rule, active = well fitted curve in the direction sought with a large enough effect; inconclusive = small, poorly fitted or top-dose-only effect, or another doubt; inactive = no such curve, though single readings can be large; an effect the other way counts as inactive or inconclusive. Unless noted, % is scaled to controls: 0 for no effect and ±100 for the full control effect. Not all compounds are listed, so the mix of outcomes need not match the whole.

nr	SMILES	FLuc inh	NIH3T3 tox	HEK293 viab	HEK293 tox
1	CCOc1cc(C#N)c(-n2nnc3c(sc4nc(C)cc(C)c43)c2=O)cc1OCC	nt	nt	-1%	nt
2	CCn1ncc(CN2CCC(C3CCN(C)CC3)C2)c1C (stereo not given)	-8%	-7%	2%[12.5 µM]	-2%
3	O=C(NC1CCc2n[nH]c(=O)n2CC1)c1n[nH]c2ccccc12 (stereo not given)	-14%	i	-21%	i
4	COc1ccc(CNC(=O)c2sc3nc4n(c(=O)c3c2C)CCCCC4)cc1	nt	nt	0%	nt
5	CCc1nnc2c(Nc3cc(OC)c(Cl)cc3OC)nc3ccccc3n12	nt	nt	0%	nt
6	COc1ccc(Nc2ccnc(N3CCC(C(=O)N4CCCCC4)CC3)n2)cc1	nt	?	-7%[12.5 µM]	?
7	CC(=O)NC[C@H]1O[C@H](Cc2cc(CN3CCN(c4ccccc4)CC3)on2)CC[C@@H]1O	-1%[172 µM]	-1%[174 µM]	4%[87.6 µM]	i
8	CCOC(=O)c1ccc(NC(=O)Cn2cc(S(=O)(=O)Cc3ccccc3F)c3ccccc32)cc1	nt	nt	-12%	nt
9	CCCCN(CC)CCCNC(=O)c1nn(-c2ccc(OC)cc2)c(=O)c2c1c1ccccc1n2C	nt	nt	-5%	nt
10	COc1ccc(C(=O)Nc2cccc(-c3nnc4n3CCCC4)c2)cn1	-12%	-24%	-18%	2%
11	CNC(=O)[C@@H]1C[C@H](Oc2cccnc2)CN1C(=O)c1ccc(OC)cc1OC	0%	-18%	-17%	-23%
12	COc1cccc(CN2CCNC(=O)C2CC(=O)NCc2ccon2)c1OC (stereo not given)	-8%	-3%	5%	i
13	Cc1ccsc1CN(C(=O)c1ccc(Br)cc1)C1CCS(=O)(=O)C1 (stereo not given)	nt	nt	-9%	nt
14	Cc1ccc(C)c(C(=O)N2CCC(Oc3nccnc3N(C)C)C2)c1 (stereo not given)	?	-5%	1%	?
15	CN(C)C1CCN(C(=O)C2(N(C)CCc3ccccc3)Cc3ccccc3C2)C1 (stereo not given)	-5%	-29%	-24%	?

nr	IP6K1 inhibitor	SNCA expr inhib	GPT2 inh
1	12	7%	nt
2	-3	?	i
3	-6	-5%	3%
4	2	41%[activator]	nt
5	30	27%	nt
6	-1	8%	2%
7	6	?	?
8	-5	-6%	nt
9	25	20%	nt
10	-8	-23%	i
11	0	0%	i
12	10	?	-17%
13	-6	-3%	nt
14	24	70%[activator]	3%
15	9	-6%	-13%

Next section
nr	SMILES	FLuc inh	NIH3T3 tox	HEK293 viab	HEK293 tox
16	CCn1cc(CN2CCN(C(=O)c3ccco3)CC2)ccc1=O	5%	-16%	-1%	-23%
17	N#Cc1cccc(-c2cn3c(n2)N(C(=O)c2ccsc2)CCC3)c1	?	-11%	3%	?
18	Cc1ccccc1C(=O)N1CCc2nc(-c3ccccc3)nc(-c3ccc(Cl)cc3)c2C1	-9%	?	-7%	?
19	O=C(c1nccc2ccccc12)N1CCc2c(nc(-c3ccccc3)[nH]c2=O)C1	-3%	?	-9%	25µM*
20	Cc1nc(N2CCC(C(=O)NCc3ccccc3Cl)CC2)cc(C(F)(F)F)n1	1%	?	1%	?
21	COC(=O)Cn1nc2n(c1=O)CCN(Cc1ccccc1C)C2=O	-1%	i	0%	-6%
22	CC(C)C1CN(C(=O)c2ccc(F)cn2)CCC(=O)N1Cc1ccc(F)cc1 (stereo not given)	7%	-2%	8%	-15%
23	CCOC(=O)c1cnc(NCc2ccc(OC)cc2OC)c2ccccc12	nt	nt	-8%	nt
24	COc1ccc(C2Cn3nnc(-c4noc(C5CCCCC5)n4)c3CO2)cc1 (stereo not given)	3%	i	3%	10%
25	COc1ccc(-c2noc(C(=O)O)c2[C@@H](C)NC(=O)c2cnccn2)cc1	1%[172 µM]	2%[174 µM]	1%[87.6 µM]	-2%[172 µM]
26	Cc1nn(C)c(C)c1-c1cc(C(=O)N2C[C@@H](N(C)C)[C@H](C(C)C)C2)n(C)n1	6%	-38%	-18%	-22%
27	Cc1c(C)n(Cc2ccc(Cl)cc2)c2ccc(C(=O)N3CCN(c4ccccc4F)CC3)cc12	nt	nt	-10%	nt
28	CCN(CC)Cc1nc(C2(O)CCN(Cc3ccc(OC)cc3)CC2)cs1	0%[172 µM]	-23%[174 µM]	-13%[87.6 µM]	?
29	CN(CC1CCOC1)C(=O)NCc1cccc(F)c1 (stereo not given)	-1%	i	17%	-4%
30	COc1ccc(NC(=O)Cn2cc(C(=O)C3CC3)c3ccccc32)cc1	nt	nt	-10%	nt

nr	IP6K1 inhibitor	SNCA expr inhib	GPT2 inh
16	-4	-1%	i
17	10	85%[activator]	i
18	-2	-15%	i
19	25	?	i
20	12	-26%	0%
21	27	13%	-2%
22	-12	7%	i[11.5 µM]
23	-4	-8%	nt
24	0	-6%	-7%
25	-3	-4%[87.6 µM]	-27%[88.5 µM]
26	38	14%	-12%
27	5	-8%	nt
28	-5	-17%[87.6 µM]	i
29	34	1%	4%
30	3	9%	nt

(cont.)
nr	SMILES	FLuc inh	NIH3T3 tox	HEK293 viab	HEK293 tox
31	CCSc1nc(-c2ccccc2OC)nc2c1Cc1c(CO)cnc(C)c1O2	nt	nt	5%	nt
32	CNC(=O)c1noc([C@@H]2CC(F)(F)CN2C(=O)c2cccc(C)c2)n1	6%	4%	-4%	i
33	O=C(CCc1nc2ccccc2s1)N1CCCC1c1nc(CCOCC2CC2)no1 (stereo not given)	3%	-4%	0%	0%
34	COc1ccccc1NC(=O)c1c(C)oc2c1CN(Cc1ccc(F)cc1)CC2	-11%	-24%	-20%	?
35	CNC(=O)c1ccc2c(C(=Nc3cccc(CN(C)C)c3)c3ccccc3)c(O)[nH]c2c1	nt	nt	?	nt
36	COc1ccccc1NC(=O)N1CCN(c2ccc3nnc(-c4ccc(F)cc4)n3n2)CC1	nt	nt	-17%	nt
37	Clc1cc(NCC2CCCCCC2)n2nccc2n1	-22%[172 µM]	32µM*	?	?
38	CN(C(=O)CSc1nc2ccc(NC(=O)c3ccccc3)cc2s1)c1ccccc1	nt	nt	?	nt
39	O=C(Nc1ccc(Cl)cc1F)c1oc(=O)c2ccccc2c1-c1ccccc1	nt	nt	12%	nt
40	Cc1cccc(NC(=O)N2CCc3c(C(=O)N4CCN(C)CC4)cccc32)c1	7.1µM*	-10%	?	?
41	Cc1ccc(NC(=O)c2ccc(CN3CC[C@H](N(C)C)C3)c(C(F)(F)F)c2)cc1Nc1nccc(-c2cncnc2)n1	nt	nt	21%[23.9 µM]	nt
42	COc1ccccc1N1CCN(S(=O)(=O)c2c(C)nc3sc(C)c(C)n3c2=O)CC1	nt	nt	3%	nt
43	O=C(C#Cc1ccccc1)NC1CCCc2c1cnn2-c1ccc(F)cc1F (stereo not given)	-17%	?	-6%	?
44	CCN1c2cc(C(=O)Nc3ccc(C)c(F)c3)ccc2C(=O)N2CCCC21 (stereo not given)	-16%	-20%	-2%[12.5 µM]	-18%
45	O=C(CC1N=C2c3ccccc3N=C(SCc3ccccc3Cl)N2C1=O)NC1CCCCC1 (stereo not given)	nt	nt	?	nt

nr	IP6K1 inhibitor	SNCA expr inhib	GPT2 inh
31	6	-17%	nt
32	23	-6%	1%
33	0	6%	i
34	-8	52%[activator]	i
35	-5	?	?
36	-21	-2%	nt
37	7	5%[87.6 µM]	i
38	4	-25%	nt
39	16	-3%	nt
40	-7	?	i
41	6	nt	3%[27.3 µM]
42	-3	-3%	nt
43	6	?	-30%
44	-6	?	i
45	-10	99%[activator]	nt

Continued, overlapping the part above by four compounds.
nr	SMILES	FLuc inh	NIH3T3 tox	HEK293 viab	HEK293 tox
42	COc1ccccc1N1CCN(S(=O)(=O)c2c(C)nc3sc(C)c(C)n3c2=O)CC1	nt	nt	3%	nt
43	O=C(C#Cc1ccccc1)NC1CCCc2c1cnn2-c1ccc(F)cc1F (stereo not given)	-17%	?	-6%	?
44	CCN1c2cc(C(=O)Nc3ccc(C)c(F)c3)ccc2C(=O)N2CCCC21 (stereo not given)	-16%	-20%	-2%[12.5 µM]	-18%
45	O=C(CC1N=C2c3ccccc3N=C(SCc3ccccc3Cl)N2C1=O)NC1CCCCC1 (stereo not given)	nt	nt	?	nt
46	Cc1ccc(C)c(C(=O)NC2CCN(c3cc(-c4ccc(F)cc4)[nH]n3)C2)c1 (stereo not given)	-5%	?	-17%	?
47	COc1cc(OC)cc(C(=O)N2CCC(Cc3nc(-c4cnccn4)no3)CC2)c1	-8%	-21%	-5%	15%
48	CNC(=O)[C@@H](c1ccccc1)N1CCC[C@H]1C(=O)N1CCC[C@@H]1COC	1%[172 µM]	i	8%[87.6 µM]	i
49	Cc1ccsc1CN(C(=O)c1oc2ccccc2c1C)C1CCS(=O)(=O)C1 (stereo not given)	nt	nt	?	nt
50	Cc1cccc(CC(=O)NCCc2sc3nc(-c4ccc(F)cc4)nn3c2C)c1	nt	nt	-5%	nt
51	CCOc1cc(C(=O)Nc2ccc3oc(-c4ccc(F)cc4Cl)nc3c2)cc(OCC)c1OCC	nt	nt	-1%	nt
52	COc1ccc2ccc(OCc3nc(C(=O)N4CCC(NC(C)=O)CC4)co3)cc2c1	-19%	?	-16%	?
53	COC(=O)c1ccc(NC(=O)CCS(=O)(=O)c2ccc(Br)cc2)cc1	nt	nt	7%	nt

nr	IP6K1 inhibitor	SNCA expr inhib	GPT2 inh
42	-3	-3%	nt
43	6	?	-30%
44	-6	?	i
45	-10	99%[activator]	nt
46	8	-17%	?
47	-6	-13%	4%
48	7	-14%[87.6 µM]	-10%[88.5 µM]
49	-2	-4%	nt
50	-1	-17%	nt
51	-8	?	nt
52	20	-16%	4%
53	-9	-9%	nt
